# MPTP inh: mitochondrial permeability transition pore inhibitors, primary screen, biochemical, isolated mouse mitochondria, absorbance; Ca2+ swelling absorbance, 30 min; actives 1.4% (n = 360,000); AID 602449, 2012; inhibition, % at 10 µM;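 active = inhibition of 50% or more, scaled per plate between neutral and stimulator controls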;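 also: 0% = DMSO wells given calcium and 100% = 1 mM EGTA wells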
# NR3A LBD binder: binders of NR3A ligand-binding domain, primary screen, biophysical, differential scanning fluorimetry, uHTS; NR3A LBD differential scanning fluorimetry, Tm shift; 0% = protein alone, 100% = glycine-bound protein; Tm shift relative to glycine control, % at 25 µM; actives 2.5% (n = 340,000);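 active = melting temperature shift of at least 10% of the positive control shift, at one fixed dose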
# PfG6PD inh: PfG6PD enzyme inhibitors, primary screen, biochemical, fluorescence intensity, uHTS; AID 504690, 2011; inhibition, % at 20 µM; actives 0.78% (n = 350,000); PfGluPho enzyme, NADPH resazurin-diaphorase fluorescence;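 active = inhibition reaching at least a set limit at 20 µM in the primary screen, cut at about 59% in these data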;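 also: 0% = DMSO wells with substrate and 100% = DMSO wells lacking glucose-6-phosphate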
# SENP8 block: human SENP8 protease inhibitors, primary screen, biochemical, fluorescence, Nedd8 protein substrate, uHTS. inhibition, % at 20 µM. actives 0.64% (n = 360,000). Sentrin-specific protease 8 (Homo sapiens), Q96LD8. recombinant SENP8; in the data active = inhibition mostly above about 40%, no sharp cut-off; inactive = mostly below about 27%
# Target sequence (Q96LD8 whole entry, looked up): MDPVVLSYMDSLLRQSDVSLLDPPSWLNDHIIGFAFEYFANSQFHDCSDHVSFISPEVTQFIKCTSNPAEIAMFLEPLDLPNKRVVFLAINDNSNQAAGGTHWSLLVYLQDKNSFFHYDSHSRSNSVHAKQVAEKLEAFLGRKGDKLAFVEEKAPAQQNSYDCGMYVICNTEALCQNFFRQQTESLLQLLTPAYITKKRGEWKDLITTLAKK
# SENP6 inh: SENP6 protease inhibitors, primary screen, biochemical, luminescence, uHTS | Sentrin-specific protease 6 (Homo sapiens), Q9GZR1 | Recombinant SENP6 catalytic domain, aminoluciferin luminescence | inhibition, % at 10 µM | actives 1.8% (n = 330,000) | AID 2599, 2010;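 active = inhibition above about 50% at the single tested dose, limit read from the data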;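 also: plate controls were DMSO wells with enzyme for no effect and DMSO wells lacking enzyme for full effect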
# ATG4B inh: ATG4B protease inhibitors, primary screen, biochemical, fluorescence, uHTS; inhibition, % at 8.33 µM; ATG4B cleavage of LC3-PLA2, NBD-HPC fluorescence, 1 h; actives 0.51% (n = 340,000); Cysteine protease ATG4B (Homo sapiens), Q9Y4P1; in the data active = inhibition above about 40%
# Target sequence (Q9Y4P1 whole entry, looked up): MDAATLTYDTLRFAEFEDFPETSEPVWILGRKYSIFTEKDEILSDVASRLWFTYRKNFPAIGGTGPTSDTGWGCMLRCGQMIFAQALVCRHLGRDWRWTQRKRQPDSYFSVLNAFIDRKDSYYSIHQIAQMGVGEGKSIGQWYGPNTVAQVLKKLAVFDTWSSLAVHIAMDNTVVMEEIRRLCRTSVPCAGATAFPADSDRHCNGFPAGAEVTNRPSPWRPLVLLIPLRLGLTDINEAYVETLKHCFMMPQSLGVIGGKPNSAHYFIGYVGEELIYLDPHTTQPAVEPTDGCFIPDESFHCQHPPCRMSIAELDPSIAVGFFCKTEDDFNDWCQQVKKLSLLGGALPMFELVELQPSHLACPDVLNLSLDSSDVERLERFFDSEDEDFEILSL
# SENP7 block: SENP7 protease inhibitors, primary screen, biochemical, luminescence, uHTS | recombinant SENP7, Z-RLRGG-aminoluciferin luminescence, 40 min | actives 1.5% (n = 330,000) | Sentrin-specific protease 7 (Homo sapiens), Q9BQF6 | inhibition, % at 5 µM | AID 434973, 2010;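 active = inhibition above about 50% at the single test dose, limit read from the data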;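 also: plate controls were DMSO with enzyme for no effect and no enzyme buffer wells for full effect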
# Target sequence (Q9BQF6 706-1050 limits assumed): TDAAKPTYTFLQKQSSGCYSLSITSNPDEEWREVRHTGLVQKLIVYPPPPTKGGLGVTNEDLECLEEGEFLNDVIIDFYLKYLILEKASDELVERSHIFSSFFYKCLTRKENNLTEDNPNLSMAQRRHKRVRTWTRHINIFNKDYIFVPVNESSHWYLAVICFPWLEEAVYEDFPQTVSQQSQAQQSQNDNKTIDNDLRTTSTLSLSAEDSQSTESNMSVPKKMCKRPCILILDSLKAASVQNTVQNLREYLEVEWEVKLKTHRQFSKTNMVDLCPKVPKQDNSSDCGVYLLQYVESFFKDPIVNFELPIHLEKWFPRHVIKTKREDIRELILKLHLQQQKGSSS
# HKDC1 inh: HKDC1 hexokinase inhibitors, primary screen, biochemical, fluorescence, uHTS; recombinant HKDC1, G6PDH/diaphorase resazurin coupled fluorescence; inhibition, % at 20 µM; AID 493160, 2011; actives 0.16% (n = 340,000);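 active = inhibition above about 35% when tested at 20 µM, limit read from the data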;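 also: plate controls were DMSO wells with enzyme for no effect and DMSO wells lacking enzyme for full effect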
#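 Incubation: 90 min at room temperature in dark / Material: recombinant HKDC1 (HK5) hexokinase enzyme, produced in-house / Quantity: enzyme 5 µg/mL final / Compound: one dose of 20 µM, 1% DMSO / Reagent: glucose and ATP substrates / Buffer or medium: Tris pH 8.0 buffer with MgCl2, Tween-20, BSA, BME / Technique: resorufin fluorescence at 613 nm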
# Active calls of the source: *; i = inactive; . = no result given. An unsorted share of the library, and some 6.9% of all compounds hit somewhere here.
SMILES,MPTP inh,NR3A LBD binder,PfG6PD inh,SENP8 block,SENP6 inh,ATG4B inh,SENP7 block,HKDC1 inh
CC(=O)NC1C(OCc2ccccc2)OC2COC(C)(C)OC2C1O (stereo not drawn),-0.4,1,-6,23,-11,-1,-1,-8
O=c1c(F)cn(C2CCCO2)c(=O)n1Cc1ccc(Cl)cc1 (stereo not drawn),1.6,0,5,10,-11,-9,-5,-14
O=S1(=O)CCC(NC(=S)N2CCCCC2)C1 (stereo not drawn),0.5,2,-7,8,13,-8,1,-8
COC(=O)c1ccc(CN2CCCC(CO)(Cc3ccc(F)cc3F)C2)cc1 (stereo not drawn),-0.3,-1,-2,4,-20,3,-6,-4
O=C(C1=NN[C@@H]2C(=O)N(c3ccccc3C(F)(F)F)C(=O)[C@H]12)C(c1ccccc1)c1ccccc1,1.2,2,-6,31,-16,-10,3,-2
CCOc1ccccc1NC(=O)C1CCN(C(=O)Cc2ccccc2)CC1,1.0,-1,-5,20,-6,-16,2,1
CCN(CC)c1ccc2cc(C(=O)NNC(=O)c3ccc(S(=O)(=O)N4CCCCC4)cc3)c(=O)oc2c1,2.7,1,-12,-404,.,-7,.,21
CSc1sc(C(=O)Nc2ccc(F)cc2F)c2c1C=CCC2,2.5,-2,27,8,5,2,-4,4
Cc1ccc(-c2nn(-c3ccccc3)cc2C(=O)NCC(c2cccs2)N2CCOCC2)cc1 (stereo not drawn),0.6,-6,14,4,-22,-1,11,2
COc1ccc(NC(=O)CSc2ccc(NC(C)=O)cc2)cc1S(=O)(=O)N1CCCCC1,9.7,0,2,15,-2,-9,0,-7
Cn1nnc(NC(=S)NC(=O)c2cc(Cl)ccc2Cl)n1,1.2,-2,-24,5,5,17,3,3
C=CCNC(=S)NNC(=O)CSc1nc2ccccc2s1,1.8,2,24,11,-5,-5,2,-7
Cc1ccccc1Nc1nc(N)nc(CSc2nnnn2-c2ccccc2)n1,0.2,-3,23,8,17,-19,6,-3
C/C(=N\NC(=O)c1cccc(S(=O)(=O)N2CCOCC2)c1)c1ccco1,-0.2,-1,8,26,8,4,7,1
COc1ccc(N2CCN(Cc3nc4scc(-c5ccccc5)c4c(=O)[nH]3)CC2)cc1,6.2,-2,11,-15,1,16,1,3
Cc1onc(-c2ccccc2)c1C(=O)Nc1sc2c(c1C#N)CCC2,4.2,2,32,-2,-5,-1,-1,-6
CC12C(=O)N(c3ccccc3C(=O)O)C(=O)C1C1C=CC2C1 (stereo not drawn),-3.1,-1,-5,10,-27,-2,-8,-1
CC(C)(C)NC(=O)/C(=C\C=C\c1ccccc1)NC(=O)c1ccc([N+](=O)[O-])cc1,9.4,15*,-22,26,25,-12,6,-6
CCOc1cc(C(=O)O)cc(Cl)c1OC,-1.6,21*,-13,10,-6,-5,7,0
CC(=O)Oc1ccc2c(c1)OC(c1ccccc1)CC21CC(C)(C)NC(=S)N1 (stereo not drawn),-0.5,-1,0,2,-5,1,-8,2
Cc1ccc(CCNC(=O)C2CCN(S(=O)(=O)N3CCCCC3)CC2)cc1,0.0,0,-1,10,-15,2,-10,-6
O=C(COc1cccc2ccccc12)N1CCN(c2ccccc2)CC1,0.2,-4,8,6,-4,-12,-1,1
CCOCCCNS(=O)(=O)c1ccc(NC(=O)c2ccc([N+](=O)[O-])cc2Cl)cc1,-0.4,10,-12,16,-8,-2,-7,15
COc1ccc(NC(=O)CSc2ccc(C)cc2)cc1,-0.3,-41,1,22,-11,-6,4,4
CC(=O)Nc1ccccc1O,-1.7,1,-1,13,1,2,4,-2
O=C(Cn1cnc2ccccc21)Nc1cccc([N+](=O)[O-])c1,1.2,-2,13,18,-14,-12,-5,-3
CC(C)C1Nc2ccc(C(=O)NCc3ccco3)cc2NC1=O (stereo not drawn),-1.6,-2,9,-61,-2,-4,3,-6
Cc1ccccc1NC(=O)CN1CCc2ccccc2C1,-0.2,-1,4,11,4,-4,1,-1
CN1CCN(C(=O)CCN2C(=O)/C(=C\c3ccccc3F)SC2=S)CC1,-1.3,2,-1,13,-4,-1,-4,-7
COc1cc(OC)cc(-c2c(C#Cc3ccsc3)c3cc(-c4ccc(OC)c(F)c4)ccc3n2C)c1,0.0,-2,-27,i,4,-6,3,-1
O=C(Cc1cc(=O)[nH][nH]1)N/N=C/c1ccccc1Cl,.,-5,13,.,-11,4,12,-3
CC(=O)c1cccc(NC(=O)C2CCCN(S(=O)(=O)c3ccc(F)cc3)C2)c1 (stereo not drawn),-0.1,2,4,15,-3,-15,-6,-6
Cc1cc(NC(=O)CSc2nc(=O)cc(N)n2-c2ccc(F)cc2)no1,-0.7,3,21,-11,13,1,1,-10
N/C(=N\OC(=O)COc1cc(Cl)c(Cl)cc1Cl)c1ccccn1,-1.5,-5,4,16,79*,8,77*,-4
COC(=O)CSc1nnc(-c2ccc(S(=O)(=O)NCc3cccs3)cc2)o1,0.8,1,-10,4,7,-2,-5,-9
Cn1ncc(Cl)c1C(=O)N1CCN(c2cccc(Cl)c2)CC1,-0.9,1,7,0,7,0,5,0
Cn1cc([N+](=O)[O-])c(C(=O)NC2CCCC2)n1,0.2,3,-3,-4,30,-8,2,-1
CCC(=O)N1CCc2cc(S(=O)(=O)NCCC(=O)Nc3ccccc3C)ccc21,-0.7,0,-6,0,-23,-6,6,-3
COc1cc(C2SCCS2)cc(Br)c1Oc1ncccc1[N+](=O)[O-],58*,1,54,9,-42,5,-1,3
COC(=O)/C(C#N)=C/c1c(Oc2cccc(C)c2C)nc2ccccn2c1=O,0.7,0,3,-166,6,-14,0,-5

# Next section, overlapping the part above by two compounds.
SMILES,MPTP inh,NR3A LBD binder,PfG6PD inh,SENP8 block,SENP6 inh,ATG4B inh,SENP7 block,HKDC1 inh
COc1cc(C2SCCS2)cc(Br)c1Oc1ncccc1[N+](=O)[O-],58*,1,54,9,-42,5,-1,3
COC(=O)/C(C#N)=C/c1c(Oc2cccc(C)c2C)nc2ccccn2c1=O,0.7,0,3,-166,6,-14,0,-5
O=C1CCCCC(=O)c2ccccc2N1,-1.7,0,-3,11,7,-6,-19,-5
CCOC(=O)C1=C(C)NC(=O)NC1/C(C)=C/c1ccccc1 (stereo not drawn),-0.7,0,4,8,-2,-2,-1,-4
Cc1nc(N)nc(OCC(F)(F)C(F)F)c1Br,0.9,0,-9,4,21,0,5,1
CCn1c(Cc2ccccc2)nnc1SCC(=O)Nc1ccccc1N1CCOCC1,-2.1,-2,-9,23,-1,-5,-2,-3
Cc1oncc1C(=O)NC(C)C,-0.5,4,-11,20,-3,-13,2,-1
COc1ccccc1Nc1nc(N)nc(-c2oc3ccccc3c2C)n1,7.8,-1,19,-99,-7,-10,2,-4
CCC[C@@H]1C[C@@H](C(=O)N[C@H]([C@@H](C)O)[C@H]2O[C@H](SC)[C@H](O)[C@@H](O)C2O)N(C)C1 (stereo partly drawn),-0.5,0,6,3,-9,-14,-5,-3
CN(C)C(=O)c1ccc(N=Nc2c(O)c3ccccc3[nH]c2=O)cc1,-1.2,-2,2,16,.,-2,.,-2
CCOC(=O)Cn1nc(NC(=O)c2cc(OC)cc(OC)c2)cc1C,-0.1,2,-16,11,0,-1,-2,-6
COC(=O)CN1C(C)=Nc2ccc(Br)cc2C1c1ccccc1 (stereo not drawn),-1.9,0,0,14,-8,-4,6,-6
Cc1ccc(NC(=O)C2CCN(S(C)(=O)=O)CC2)c(C)c1,-0.4,-1,12,4,0,-1,-8,-8
Nn1c(COc2ccccc2)nnc1SC(F)F,-1.3,1,-7,9,-6,7,-7,-7
COc1ccccc1-n1c(C)cc(SC)c(C(C)=O)c1=S,-2.9,-1,14,13,-6,2,-10,-5
O=C(CCCc1ccccc1)Nc1cccc([N+](=O)[O-])c1,18,-7,27,14,-16,2,-17,5
O=C(NCc1cccnc1)c1ccc2c(c1)N(Cc1ccccc1)CCS2,9.5,-1,21,-431,-4,-13,2,0
CCOC(=O)/C(=C\c1ccc(OC(F)F)cc1)C1=Nn2c(nnc2-c2ccc(Cl)cc2)SC1,2.4,-1,25,5,.,-13,.,16
Cc1ccc(Cn2c(Sc3ncccn3)nc3c2c(=O)[nH]c(=O)n3C)cc1,1.0,3,19,4,-15,1,-3,0
CCCCSc1nc2c(c(=O)n1CC)SC(C)C2 (stereo not drawn),0.2,-2,-23,10,-2,5,1,10
O=C(NCc1ccco1)C(c1ccccc1)N(Cc1ccccc1)C(=O)Cn1nnc2ccccc21 (stereo not drawn),1.4,-22,7,28,2,-4,-13,-1
Cn1cc(C(=O)NCc2ccc(F)cc2)cn1,-0.7,0,-8,16,0,1,6,-2
O=C(Nc1ccc2[nH]c(=O)[nH]c2c1)c1ccc(Br)o1,-1.9,2,19,-2,10,-1,-4,-1
O=C(COc1ccc2ccccc2c1)Nc1cccnc1Cl,0.1,-1,-13,7,-17,-1,12,0

# Structural class: those above with a furan ring, fused or not.
SMILES,MPTP inh,NR3A LBD binder,PfG6PD inh,SENP8 block,SENP6 inh,ATG4B inh,SENP7 block,HKDC1 inh
C/C(=N\NC(=O)c1cccc(S(=O)(=O)N2CCOCC2)c1)c1ccco1,-0.2,-1,8,26,8,4,7,1
CC(C)C1Nc2ccc(C(=O)NCc3ccco3)cc2NC1=O (stereo not drawn),-1.6,-2,9,-61,-2,-4,3,-6
COc1ccccc1Nc1nc(N)nc(-c2oc3ccccc3c2C)n1,7.8,-1,19,-99,-7,-10,2,-4
O=C(NCc1ccco1)C(c1ccccc1)N(Cc1ccccc1)C(=O)Cn1nnc2ccccc21 (stereo not drawn),1.4,-22,7,28,2,-4,-13,-1
O=C(Nc1ccc2[nH]c(=O)[nH]c2c1)c1ccc(Br)o1,-1.9,2,19,-2,10,-1,-4,-1

# Complete entries, looked up by structure:
# `O=C(COc1cccc2ccccc12)N1CCN(c2ccccc2)CC1` across the screens: MPTP inh: 0.2; NR3A LBD binder: -4; PfG6PD inh: 8; SENP8 block: 6; SENP6 inh: -4; ATG4B inh: -12; SENP7 block: -1; HKDC1 inh: 1
# `COC(=O)CN1C(C)=Nc2ccc(Br)cc2C1c1ccccc1` (stereo not drawn) across the screens: MPTP inh: -1.9; NR3A LBD binder: 0; PfG6PD inh: 0; SENP8 block: 14; SENP6 inh: -8; ATG4B inh: -4; SENP7 block: 6; HKDC1 inh: -6

# Screening data (PubChem BioAssay)
